# Bioassay records from PubChem.
# LmPK inh – qHTS Assay for Inhibitors of Leishmania Mexicana Pyruvate Kinase (LmPK) | Q27686 | purified LmPK, Kinase-Glo ATP luminescence, 1 h | Potency, µM (series often up to 57.5 µM), inactives show at the highest dose activity change, negative = inhibition, most hits filed as inhibitors | 290,000 tested, 0.37% active; also: potency is read from the fitted curve at half-maximal effect; % is scaled to controls: 0 for no effect and ±100 for the full control effect
# Target sequence (Q27686 whole entry, looked up): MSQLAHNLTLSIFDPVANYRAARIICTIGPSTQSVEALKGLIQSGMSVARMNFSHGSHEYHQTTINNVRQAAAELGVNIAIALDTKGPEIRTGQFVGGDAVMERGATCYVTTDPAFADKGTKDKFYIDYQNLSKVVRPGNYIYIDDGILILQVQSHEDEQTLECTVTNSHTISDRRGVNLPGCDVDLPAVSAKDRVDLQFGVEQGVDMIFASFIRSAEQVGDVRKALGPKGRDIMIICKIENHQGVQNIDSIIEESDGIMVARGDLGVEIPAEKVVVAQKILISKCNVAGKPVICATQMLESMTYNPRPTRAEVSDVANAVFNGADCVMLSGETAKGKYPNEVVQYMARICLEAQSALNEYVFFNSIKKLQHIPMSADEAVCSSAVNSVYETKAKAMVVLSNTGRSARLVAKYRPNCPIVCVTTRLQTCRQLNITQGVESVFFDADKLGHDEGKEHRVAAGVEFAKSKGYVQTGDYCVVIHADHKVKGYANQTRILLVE
#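 Kinase-Glo luminescence read after 1 h RT reaction of 0.1 nM LmPK with 0.5 mM PEP and 0.1 mM ADP. Activity scaled between uninhibited and enzyme-free controls.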
# Shiga toxin inh – A qHTS for Small Molecule Inhibitors of Shiga Toxin; AID 2315, 2010; inhibition, % at 38.7 µM; 290,000 tested, 9.2% active; Vero cells, Shiga toxin protein synthesis inhibition reporter; in the data active = inhibition mostly above about 28%, no sharp cut-off; inactive = mostly below about 43%; also: 0% is about no effect
# CHX counter – Cycloheximide Counterscreen for Small Molecule Inhibitors of Shiga Toxin; AID 2314, 2010; max response, %; cell reporter, cycloheximide protein synthesis inhibition counterscreen; 300,000 tested, 12% active; in the data active = max response mostly above about 13%, no sharp cut-off; inactive = mostly below about 14%; also: read at 38.3 µM for the half of the compounds with a filed dose; 0% is about no effect
# AMA1-RON2 inh – qHTS for Inhibitors of AMA1-RON; Towards Development of Antimalarial Drug Lead: Primary Screen. Plasmodium falciparum AMA1 (3D7) - RON2 peptide interaction. AlphaScreen AMA1-biotinylated RON2 peptide binding. Potency, µM (doses to about 58.2 µM), for the others: at the highest dose activity change, negative = inhibition, usual class: inhibitors. 360,000 tested, 0.2% active;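 also: potency is read from the fitted curve at half-maximal effect; 0% = vehicle wells and -100% = peptide control; nearly all actives have a fitted effect of over 45% in size; some results filed as inactive show a strong effect at the top dose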
#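 AMA1 (3D7) with his tag at 25 nM final met compounds first, then biotinylated RON2 peptide at 25 nM; detection used donor plus acceptor beads, 10 µg/mL apiece, read by AlphaScreen after 30 min at room temperature.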
# Pf growth 96h – Primary qHTS for delayed death inhibitors of the malarial parasite plastid, 96 hour incubation; P. falciparum luciferase reporter growth, 96 h; Potency, µM (highest dose often 28.7 µM), for inactives: top-dose activity change, negative = inhibition, actives largely listed as inhibitors; 320,000 tested, 6.9% active; also: potency is read from the fitted curve at half-maximal effect; % is scaled to controls: 0 for no effect and ±100 for the full control effect
#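 Luminescence readout: decreased luciferase signal marks inhibited growth of reporter-expressing P. falciparum in infected red cells (2% hematocrit, 0.05% parasitemia final), exposed to compound two generations (96 h, 37 C, 5% CO2).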
# Pf growth 48h – Primary qHTS for delayed death inhibitors of the malarial parasite plastid, 48 hour incubation. P. falciparum luciferase growth in erythrocytes, 48 h. Potency, µM (highest dose often 28.7 µM), inactives show at the top dose activity change, negative = inhibition, actives largely listed as inhibitors. 310,000 tested, 5.9% active; also: potency is read from the fitted curve at half-maximal effect; % is scaled to controls: 0 for no effect and ±100 for the full control effect
#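 Compounds are pin-transferred into medium, infected erythrocytes (2% hematocrit, 0.1% parasitemia final) are added, and plates sit one parasite generation at 37 C in 5% CO2. Detection reagent is then added and luminescence measured.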
# TbPYK inhibitor – qHTS of Trypanosoma Brucei Inhibitors. TbPYK enzyme, Kinase-Glo Plus ATP luminescence, 45 min. 410,000 tested, 0.12% active. pyruvate kinase (Trypanosoma brucei), Q57TT1. Potency, µM (top dose mostly 76.8 µM), for inactives: at the top dose activity, negative = inhibition, actives largely listed as inhibitors; also: potency is read from the fitted curve at half-maximal effect; % is scaled to controls: 0 for no effect and ±100 for the full control effect; nearly all actives have a fitted effect of over 50% in size
#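 In this concentration-response screen, enzyme-free wells defined baseline while DMSO plates tracked drift. Each reaction combined TbPYK, substrate, compound and 130 uM ADP for 45 min at room temperature. Kinase-Glo Plus luminescence gave the signal.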
# * marks the source's active call; other numbers are inactive results; ? = inconclusive; . = not tested or not shown; [ ] = dose if it differs, or a comment. Unless noted, calls follow the shape of the dose curve; as a rule, active = well fitted curve in the direction sought with a large enough effect; inconclusive = small, poorly fitted or top-dose-only effect, or another doubt; inactive = no such curve, though single readings can be large; an effect the other way counts as inactive or inconclusive.
1: COC(=O)N/N=C/c1cccc([N+](=O)[O-])c1
2: CC(=O)c1cccc(NC(=O)COC(=O)c2cccs2)c1
3: N/C(Cn1nnc(-c2ccccc2)n1)=N\O
4: O=C(NCCSCc1ccco1)Nc1cccc(Cl)c1
5: Cc1[nH]c2ccccc2c1C(=O)C(=O)NC1CC1
6: O=C(NCCS(=O)(=O)N1CCN(Cc2ccccc2)CC1)c1ccccc1
7: Cc1ccnc(NC(=O)C2CCN(S(=O)(=O)c3c(C)c(C)cc(C)c3C)CC2)c1
8: Cc1cccc(OCCCC(=O)NC(C)c2ccccc2)c1 (centres undefined)
9: NC(=O)c1nn(-c2ccccc2)nc1N
10: CCOC(=O)N1CCC(c2nc3ccccc3[nH]2)CC1

Assay by compound	1	2	3	4	5	6	7	8	9	10
LmPK inh	-1.8%	-1.9%	-1.9%	-2.3%	-7.4%	.	-1.6%	3.2%	-14.7%	1.7%
Shiga toxin inh	23.2	69.2*	0.7	39.6*	94.2*	.	8.7	-7.6	16.5	-9.5
CHX counter	8.1	59.0*	-1.3	37.0*	48.1*	.	13.3*	0.2	17.6*	-3.1
AMA1-RON2 inh	-6.0%	-13.7%	-5.3%	-6.3%	-1.8%	2.2%	-24.8%	14.2%	-21.4%	3.2%
Pf growth 96h	2.5%	-16.6%	?	?	?	10.3%	?	?	-14.1%	9.28µM*
Pf growth 48h	61.7%[activator]	-5.5%	23.3%	?	48.7%[activator]	0.4%	?	.	16.5%	.
TbPYK inhibitor	-3.4%	-19.4%	-0.2%	19.0%	-8.3%	1.5%	-7.6%	-2.1%	1.6%	0.0%

# Along the list, as entered above.
# TbPYK inhibitor, compounds 1 to 10 → -3.4%, -19.4%, -0.2%, 19.0%, -8.3%, 1.5%, -7.6%, -2.1%, 1.6%, 0.0%
# LmPK inh, compounds 1 to 10 → -1.8%, -1.9%, -1.9%, -2.3%, -7.4%, ., -1.6%, 3.2%, -14.7%, 1.7%

# (more compounds)
11: O=P(Nc1ccccc1)(Nc1ccccc1)Oc1ccc(Cl)cc1
12: COc1ccc(N=C2NC(=O)S/C2=C\c2ccc(N(C)C)cc2)cc1
13: COc1ccc(-c2[nH]ncc2CN2CCN(Cc3cccs3)CC2)cc1F
14: O=C(c1ccc(CS(=O)Cc2cccc(Cl)c2)o1)N1CCN(C2CCCCC2)CC1 (centres undefined)
15: Cc1cccc(-c2nc3ccccc3c(=O)n2NC(=O)c2cccs2)c1
16: Cc1ccc(CN2CCN(/N=C/c3ccc(C(F)(F)F)cc3)CC2)cc1
17: CCCC(C(=O)NC1CCCCC1)N(Cc1ccco1)C(=O)CNS(=O)(=O)c1ccccc1 (centres undefined)
18: CC(=O)Oc1cc2c(cc1Cl)C(c1cccs1)CC1(CC(C)(C)NC(=S)N1)O2 (centres undefined)
19: CC(=O)Nc1ccc(S(=O)(=O)NCCC(=O)OCC(=O)c2ccc(Br)cc2)cc1
20: O=C(c1ccc(F)cc1)N1CCN(c2cnn(-c3ccccc3)c(=O)c2Cl)CC1

Assay by compound	11	12	13	14	15	16	17	18	19	20
LmPK inh	3.3%	-8.1%	-4.5%	-3.7%	0.1%	-8.0%	1.4%	-2.7%	.	0.8%
Shiga toxin inh	-14.5	59.9*	14.3	-3.7	-18.3	-11.5	-10.9	9.2	.	2.7
CHX counter	1.5	33.7*	1.9	-0.9	-2.8	1.5	-2.8	-2.1	.	-3.8
AMA1-RON2 inh	-1.1%	-6.7%	0.0%	-3.9%	13.0%	-23.3%	-12.4%	50.8%[activator]	-13.2%	-6.0%
Pf growth 96h	.	106.3%[activator]	?	14.4%	62.4%[activator]	40.4%[activator]	0.0%	?	10.8%	-35.4%
Pf growth 48h	?	73.3%[activator]	?	-1.8%	9.1%	22.4%	.	?	15.0%	-26.2%
TbPYK inhibitor	2.1%	-3.7%	-17.7%	-3.3%	7.4%	-7.9%	4.8%	0.7%	-8.3%	-5.9%

# Pulled one by one from the list above, two records:
12: COc1ccc(N=C2NC(=O)S/C2=C\c2ccc(N(C)C)cc2)cc1
16: Cc1ccc(CN2CCN(/N=C/c3ccc(C(F)(F)F)cc3)CC2)cc1

Assay by compound	12	16
LmPK inh	-8.1%	-8.0%
Shiga toxin inh	59.9*	-11.5
CHX counter	33.7*	1.5
AMA1-RON2 inh	-6.7%	-23.3%
Pf growth 96h	106.3%[activator]	40.4%[activator]
Pf growth 48h	73.3%[activator]	22.4%
TbPYK inhibitor	-3.7%	-7.9%

# Going on with the list:
21: CC(NCC(O)COc1ccc2ccccc2c1)c1ccccc1 (centres undefined)
22: O=C1CCC(C(=O)Nc2cccc(C(F)(F)F)c2)N1 (centres undefined)
23: CCOc1ccccc1N(CC(=O)Nc1ccccc1F)S(=O)(=O)c1ccccc1
24: Cc1cccc(NC(=O)C(Cc2ccccc2)n2cccc2)c1 (centres undefined)
25: COc1ccccc1C(=O)COC(=O)c1nc2nc(C)cc(C)n2n1
26: COc1ccc(S(=O)(=O)N(CCc2ccccc2)CC(=O)O)cc1Cl
27: COC(=O)c1ccc(NCN2C(=O)C3C4CCC(C4)C3C2=O)cc1 (centres undefined)
28: Cc1cc(Nc2cccc(O)c2)c2ccccc2n1
29: CO[C@@H]1O[C@@H]2COC(c3ccccc3)O[C@@H]2[C@@H](OC)[C@@H]1O (some centres undefined)
30: COc1ccc(-n2c(SCCNCCO)nc3sc4c(c3c2=O)CCCC4)cc1

Assay by compound	21	22	23	24	25	26	27	28	29	30
LmPK inh	-2.9%	2.7%	0.3%	2.5%	.	4.5%	2.5%	0.9%	2.1%	-1.4%
Shiga toxin inh	-6.3	-14.5	-3.8	15.5	.	-21.4	0.1	-6.7	9.0	-6.1
CHX counter	-1.2	-6.9	1.9	1.7	.	-1.3	-0.8	5.9	-1.3	-2.9
AMA1-RON2 inh	-28.8%	3.0%	14.1%	-7.9%	-1.6%	62.8%[activator]	-0.9%	.	-4.1%	69.1%[activator]
Pf growth 96h	9.28µM*	-6.6%	?	?	7.8%	.	?	6.0%	?	9.28µM*
Pf growth 48h	9.28µM*	.	10.4µM*	?	?	16.1%	15.0%	?	-6.0%	13.1µM*
TbPYK inhibitor	31.7%[activator]	4.4%	-1.4%	1.4%	-3.4%	-5.9%	-0.5%	.	-0.2%	8.5%

# Only CHX counter and Pf growth 48h, for some of the entries so far:
no. | molecule | CHX counter | Pf growth 48h
22 | O=C1CCC(C(=O)Nc2cccc(C(F)(F)F)c2)N1 (centres undefined) | -6.9 | .
23 | CCOc1ccccc1N(CC(=O)Nc1ccccc1F)S(=O)(=O)c1ccccc1 | 1.9 | 10.4µM*

# (more compounds)
31: CC(C)(C)n1nc2c(c1NC(=O)c1ccccc1)CS(=O)(=O)C2
32: COc1ccc(/C=C/C(=O)N(C)C2CCS(=O)(=O)C2)cc1OC (centres undefined)
33: CC(=O)Nc1ccc2c(c1)nc(CCN1CCN(C)CC1)n2C
34: CCCCCCc1nc(C(N)=O)c2[nH]c(=O)n(-c3ccc(OC)cc3OC)c2n1
35: CC(=O)C1C(=O)c2c(cccc2[N+](=O)[O-])C1=Nc1cccc(Cl)c1 (centres undefined)
36: CCOC(=O)C(=O)N/N=C/c1ccco1
37: COc1cc2c(cc1NC(=O)COC(=O)C1CC(=O)N(Cc3ccco3)C1)oc1ccccc12 (centres undefined)
38: Cc1ccc2cc(CN(C(=O)c3ccco3)c3ccccc3C)c(=O)[nH]c2c1
39: CC(C)(C)OC(=O)NCc1n[nH]c(=S)n1C1CC1
40: CCOc1ccc(-c2nn[nH]n2)cc1OCC

Assay by compound	31	32	33	34	35	36	37	38	39	40
LmPK inh	6.5%	0.8%	-1.4%	1.5%	0.2%	0.0%	4.1%	2.5%	2.5%	-3.7%
Shiga toxin inh	27.1	8.5	-12.0	-7.2	16.4	4.3	63.1	29.6	12.3	0.7
CHX counter	0.6	1.6	-3.3	-7.3	14.3	-1.9	22.6*	-3.0	-0.3	-4.5
AMA1-RON2 inh	12.1%	-2.9%[11.6 µM]	85.0%[activator]	37.7%[activator]	-16.1%	9.9%	6.3%	2.1%	8.4%	20.9%
Pf growth 96h	67.0%[activator]	-7.3%	29.2%	?	?	0.0%	21.5%	?	-2.6%	?
Pf growth 48h	5.7%	-28.9%	17.4%	-16.6%	1.47µM*	22.1%	49.3%[activator]	?	22.2%	5.9%
TbPYK inhibitor	-3.7%	8.8%	-4.7%	-4.2%	-4.6%	-9.4%	-0.7%	-12.5%	?	3.1%

# Molecules above with a nitro group on carbon, in the order listed:
1: COC(=O)N/N=C/c1cccc([N+](=O)[O-])c1
35: CC(=O)C1C(=O)c2c(cccc2[N+](=O)[O-])C1=Nc1cccc(Cl)c1 (centres undefined)

Assay by compound	1	35
LmPK inh	-1.8%	0.2%
Shiga toxin inh	23.2	16.4
CHX counter	8.1	14.3
AMA1-RON2 inh	-6.0%	-16.1%
Pf growth 96h	2.5%	?
Pf growth 48h	61.7%[activator]	1.47µM*
TbPYK inhibitor	-3.4%	-4.6%

# (list continues)
41: CCOC(=O)N1CCc2c(sc(NC(=O)C3COc4ccccc4O3)c2C(N)=O)C1 (centres undefined)
42: CCCC(NC(=O)Cc1c(C)c2c(cc(C)c3c(C)coc32)oc1=O)C(=O)O (centres undefined)
43: c1ccc(COCC2CCNCC2)cc1
44: CN(C)C1=NC[C@H](Cc2ccccc2)N1CCCCc1ccccc1
45: CC1CCN(c2ncccc2C(=O)O)CC1
46: Cc1ccc(NC(=O)CSc2nnc(-c3ccncc3)n2C)cc1S(=O)(=O)N1CCOCC1
47: C=CCNC(=S)NNC(=O)C(CCC(C)C)CC(C)O (centres undefined)
48: CCOC(=O)CNC(=O)CNC(=O)c1ccc(OC(C)C)cc1
49: Cn1ccs/c1=N\S(=O)(=O)c1ccc(Br)cc1
50: CCOC(=O)Cn1c(=S)[nH]c2c(oc3ccc(Cl)cc32)c1=O
51: Cc1cc(C)c(N(CC(=O)NC(C)(C)C)C(=O)CNC(=O)c2cccs2)c(C)c1
52: CC(C)(C)C(=O)Nc1ccc(NC(=O)c2ccco2)nc1

Assay by compound	41	42	43	44	45	46	47	48	49	50	51	52
LmPK inh	1.2%	0.4%	-1.7%	.	-4.1%	-3.9%	-0.1%	-0.2%	-7.0%	-6.1%	-0.7%	-10.5%
Shiga toxin inh	-4.4	1.3	-6.2	.	-12.5	-6.6	-28.2	36.7	-19.1	-6.3	-5.1	-27.9
CHX counter	9.7	6.8	-1.8	.	-3.9	0.5	-5.1	24.4*	-3.6	-1.5	-3.0	-11.8
AMA1-RON2 inh	5.0%	-3.3%	-7.9%	-0.1%	-4.0%	0.0%	38.9%[activator]	-1.2%	-0.9%	12.6%	15.0%	-2.1%
Pf growth 96h	9.28µM*	32.8%	?	?	?	?	.	37.5%[activator]	?	.	7.4%	22.8%
Pf growth 48h	?	13.0%	4.1%	13.1µM*	30.0%	?	7.6%	34.9%[activator]	18.3%	6.7%	?	-87.6%
TbPYK inhibitor	-8.1%	-0.9%	0.8%	-0.5%	-4.0%	-1.3%	-1.4%	-0.8%	-4.3%	?	-0.8%	-17.8%
